D1 mod = allosteric modulators of human D1 dopamine receptor; P21728; HEK293 D1, CRE-luciferase, dopamine EC30 potentiation; actives deviate in either direction; B-score at 10 µM; 58,000 compounds, 5.9% hits; AID 641;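 active = luminescence count or its row- and column-corrected plate score outside the 99.7% band of the plate's sample wells, on either side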
Ecoli tolC = growth inhibitors of E. coli BW25113 tolC mutant; AID 573; 65,000 compounds, 2.2% hits; OD615; growth inhibition, % at 10 µM (by protocol);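 active = growth inhibition at or above a cutoff equal to the mean over every tested compound plus 3 SD, cut at about 60% in these data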;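 note: growth measured after 20 h incubation at 37 °C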
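signal = optical density read at 615 nm | test system = E. coli ΔtolC::kan strain BW25113 | timing = 20 h compound exposure of bacteria at 37 °C | buffer or medium = LB medium plus 50 µg/mL kanamycin | compound dosing = 10 µM final, single dose | evaluation = % inhibition of E. coli growth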
CatB inh = human cathepsin B inhibition | inhibition, %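 (tested at 10 µM)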 | P07858 | purified cathepsin B, fluorogenic substrate, fluorescence | AID 453 | 63,000 compounds, 0.1% hits; in the data active = inhibition above about 21%;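 note: 0% = enzyme with no compound and 100% = no enzyme blank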
CatB mixtures = inhibitors of human cathepsin B in compound mixtures | 62,000 compounds, 0.06% hits | inhibition, %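 (ten-compound pools at 5 µM per compound and 50 µM total)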 | P07858 | Purified cathepsin B, AMC dipeptide fluorescence; in the data active = inhibition above about 22%, passing the limit was not always enough;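 note: 0% = enzyme without compound and 100% = no enzyme blank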
AP ELISA ortho = orthogonal test for alternative complement pathway inhibitors; Human serum alternative complement pathway, LPS-coated ELISA, C3 deposition; tested in compound mixtures; inhibition, % at 5 µM; 62,000 compounds, 0.08% hits;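 active = inhibition above 30% in each of the two pooled mixtures holding the compound, so the lower value exceeds 30%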;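 note: 0% = serum in Mg-EGTA without compound and 100% = EDTA serum blank; some compounds past the cut are filed as inactive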
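Test system: human serum alternative complement pathway, C3 deposition on LPS-coated wells; also added: Plate-bound LPS; doses: 5 µM per compound in ten-compound mixtures; schedule: 1 h at 37 °C; detection: Anti-C3 ELISA, OD 450 nm; evaluation: percent inhibition of C3 deposition onto LPS; repeats: two pool placements per compound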
DUSP1 inh = inhibitors of human MKP-1 phosphatase; recombinant MKP-1, OMFP hydrolysis fluorescence; inhibition, %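 (compounds tested at a single concentration somewhere between 10 and 100 µM)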; 65,000 compounds, 0.15% hits;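 active = inhibition above about 50%, limit read from the data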;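 note: 0% = DMSO max control wells and 100% = wells with enzyme stopped by NaOH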
Ec RNAP inh = blocks E. coli RNA polymerase transcription | P0A8V2 | fluorescence transcription assay | inhibition, %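 (tested at 10 µM)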 | 62,000 compounds, 0.2% hits | AID 559; in the data active = inhibition above about 20%;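 note: 0% = enzyme without compound and 100% = no enzyme blank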
Target sequence (P0A8V2 whole entry, looked up): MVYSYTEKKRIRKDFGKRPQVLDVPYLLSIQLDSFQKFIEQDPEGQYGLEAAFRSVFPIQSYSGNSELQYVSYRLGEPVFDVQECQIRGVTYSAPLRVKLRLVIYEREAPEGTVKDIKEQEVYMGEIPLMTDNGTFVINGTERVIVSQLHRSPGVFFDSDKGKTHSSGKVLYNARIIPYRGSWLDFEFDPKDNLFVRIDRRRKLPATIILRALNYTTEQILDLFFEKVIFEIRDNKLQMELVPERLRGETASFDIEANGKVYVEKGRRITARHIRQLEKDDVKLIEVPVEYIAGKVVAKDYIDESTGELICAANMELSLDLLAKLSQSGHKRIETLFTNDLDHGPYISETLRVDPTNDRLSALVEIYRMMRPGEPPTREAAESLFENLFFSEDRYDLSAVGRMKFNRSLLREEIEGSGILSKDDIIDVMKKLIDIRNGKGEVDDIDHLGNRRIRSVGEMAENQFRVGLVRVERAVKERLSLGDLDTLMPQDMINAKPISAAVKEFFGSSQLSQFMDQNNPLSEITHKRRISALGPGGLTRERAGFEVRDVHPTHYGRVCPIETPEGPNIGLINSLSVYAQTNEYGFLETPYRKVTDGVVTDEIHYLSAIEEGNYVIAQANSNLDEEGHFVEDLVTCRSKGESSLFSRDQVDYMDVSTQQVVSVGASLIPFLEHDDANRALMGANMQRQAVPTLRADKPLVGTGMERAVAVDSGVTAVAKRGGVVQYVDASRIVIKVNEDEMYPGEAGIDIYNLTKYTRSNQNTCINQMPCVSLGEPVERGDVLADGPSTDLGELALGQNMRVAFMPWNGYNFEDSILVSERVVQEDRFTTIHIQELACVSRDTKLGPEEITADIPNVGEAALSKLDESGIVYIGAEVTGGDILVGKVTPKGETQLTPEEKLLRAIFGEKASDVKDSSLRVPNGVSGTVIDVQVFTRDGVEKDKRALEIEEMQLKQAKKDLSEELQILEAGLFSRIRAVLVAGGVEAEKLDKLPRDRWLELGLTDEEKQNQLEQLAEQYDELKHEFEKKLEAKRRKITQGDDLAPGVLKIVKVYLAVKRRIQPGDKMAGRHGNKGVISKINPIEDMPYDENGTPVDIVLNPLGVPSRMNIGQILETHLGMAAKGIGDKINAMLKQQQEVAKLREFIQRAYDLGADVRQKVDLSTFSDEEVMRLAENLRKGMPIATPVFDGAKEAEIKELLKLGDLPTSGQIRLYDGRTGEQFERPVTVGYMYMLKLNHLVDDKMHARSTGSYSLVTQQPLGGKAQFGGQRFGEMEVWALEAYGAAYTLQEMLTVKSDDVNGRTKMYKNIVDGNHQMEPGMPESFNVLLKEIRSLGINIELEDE
Cdc25B block = human M-phase inducer phosphatase 2 inhibition; 65,000 compounds, 0.1% hits; inhibition, %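 (compounds tested at 10 µM final in the well)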; recombinant Cdc25B, OMFP fluorescence Ex485/Em525; P30305; AID 368; in the data active = inhibition above about 50%
Hsp90 inh = displaces geldanamycin probe from tumor Hsp90; AID 429; NCI-N417 lysate Hsp90, Cy3B-geldanamycin FP displacement; inhibition, % at 30 µM; 64,000 compounds, 0.35% hits; P07900;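 active = inhibition above 50%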;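 note: 0% = tracer plus lysate wells and 100% = tracer alone without lysate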
* hit, by the source's call; . = no result given.

compound	AP ELISA ortho	Ecoli tolC	Hsp90 inh	DUSP1 inh	D1 mod	CatB mixtures	Cdc25B block	CatB inh	Ec RNAP inh
CN(CCCNC(=O)C1CCN(S(=O)(=O)c2cccc3nsnc23)CC1)Cc1ccccc1	7	-33	-2	0	0.024	3	-15	-2	8
Cc1ccc2c(c1)C1CN(C)CCC1N2CC(=O)N(C)c1ccccc1 (stereo not drawn)	2	5	-2	0	.	6	0	4	7
O=C(COC(=O)c1cccs1)c1ccccc1	14	7	-3	-4	-1.2	3	-12	5	3
C=CCn1c(Cc2cccs2)nnc1SCC(=O)Nc1ccc(OC)c(OC)c1	6	5	3	4	-0.37	8	2	5	11
Cc1nnc2sc(-c3cccc(NC(=O)c4ccc(-c5cccc(Cl)c5)o4)c3)nn12	-2	24	-1	10	-1.9	3	-7	-1	8
COc1ccc(OC)c(NC(=O)CSc2nc(N)c(-c3ccccc3)c(=O)[nH]2)c1	11	-4	4	7	0.34	4	4	1	7
Cc1ccc2[nH]c(=O)c(CN(CC3CCCO3)S(=O)(=O)c3cccc4nsnc34)cc2c1 (stereo not drawn)	6	5	0	20	-0.71	4	6	5	12
COc1ccc(N2CCN(C(=O)CSc3ccccc3)CC2)cc1	-11	5	0	8	-0.09	-1	-2	4	7
CCc1nnc(NC(=O)CSc2nc3ccccc3s2)s1	1	8	0	6	-0.87	3	-8	1	11
CCc1ccc2[nH]c(=O)c(CN(CCCN3CCOCC3)C(=O)Nc3ccccc3)cc2c1	-22	7	-7	4	-1.2	0	-7	4	-6
O=C(c1cccc(Cl)c1)N1CCN(Cc2ccccc2F)CC1	9	-10	-1	6	0.77	6	-15	0	8
Cc1ccc(S(=O)(=O)N2CCCN(S(=O)(=O)c3ccc(C(F)(F)F)cc3)CC2)cc1	11	-3	0	-14	-1	1	-11	-1	4
COc1cccc(-c2nnc(SCC(=O)OC(C)C)n2N)c1	10	3	0	-9	0.015	-2	-33	0	0
CCC(c1nnnn1CCOC)N1CCN(Cc2ccccc2)CC1 (stereo not drawn)	1	-30	0	-28	-1.3	1	2	3	6
Cc1cc(C)n2nc(SCn3nnc4ccccc4c3=O)nc2n1	-2	-4	-6	-8	1.5	-4	-10	-4	5
O=C(CCN1C(=O)COc2ccccc21)NCc1ccco1	15	-4	-4	10	0.092	6	-3	0	1
O=C(Nc1ccc2c(c1)OCO2)C1CCCN(c2nc3ccccc3s2)C1 (stereo not drawn)	-10	1	8	-18	0.27	-2	6	2	5
Cn1c(=O)n(C/C=C/c2ccccc2)c(=O)c2c1nc1n2CCCN1c1ccc(F)cc1	6	35	0	8	-1.8	1	4	3	9
CN(C)CCN(C)Cc1ccc2c(c1)Cc1ccccc1-2	4	-5	-2	7	0.83	-2	-19	.	1
Cc1nnc(NC2(C(F)(F)F)C(=O)Nc3c2c(=O)n(C)c(=O)n3C)s1 (stereo not drawn)	-5	0	0	21	-0.28	1	-12	10	2

The list goes on:
compound	AP ELISA ortho	Ecoli tolC	Hsp90 inh	DUSP1 inh	D1 mod	CatB mixtures	Cdc25B block	CatB inh	Ec RNAP inh
CCOC(=O)c1oc2cccc(O)c2c1CN1CCOCC1	5	-15	2	9	5.8*	5	-6	-4	7
Cc1ccc(S(=O)(=O)N2CCCC2C(=O)n2nc(C)cc2C)cc1 (stereo not drawn)	9	-3	-2	-16	0.42	5	4	-3	4
CC(C)c1nc(SCC(=O)Nc2ccc3c(c2)OCCO3)c2c(=O)n(C)c(=O)n(C)c2n1	6	9	2	-2	0.32	5	2	5	8
CCOC(=O)N1CCN(C(=O)c2cnsn2)CC1	-6	-23	-4	28	-0.14	-4	-2	-2	3
CCOc1cc(-c2noc(CCC(=O)N3CCOCC3)n2)ccc1OC	7	-13	-1	-9	14*	4	3	3	.
N#Cc1nc(-c2ccc(OCc3ccccc3)cc2)oc1NCCCN1CCOCC1	10	96*	-1	25	-0.73	5	-2	0	7
CCC(C)(C)NC(=O)C(c1ccco1)N(C(=O)c1csnn1)c1cccc(F)c1 (stereo not drawn)	2	2	-1	-11	0.028	2	-11	-2	6
Brc1ccc(-c2noc(COc3ccc4c(c3)CCC4)n2)o1	15	52	-1	8	-0.89	2	-7	3	9
N#Cc1cccc(NC(=O)NCCc2c[nH]c3ccccc23)c1	2	46	-2	3	-3	-4	-13	-4	-8
COc1ccc(-n2c(Cc3cccn3C)nnc2SCC(=O)Nc2cccc(F)c2)cc1	17	15	-5	7	-0.39	5	-15	4	10
CN(C)c1ccc(C(=S)N2CCOCC2)cc1	12	-9	-2	-1	0.12	7	-2	4	0
OC(CN1C2=NCCN2c2ccccc21)c1ccc2c(c1)OCO2 (stereo not drawn)	7	-16	1	14	-1.3	-1	-1	6	7
CCSC1=N/C(=C\c2ccc(C(=O)O)cc2)C(=O)S1	16	-4	-4	12	0.66	4	-6	-2	1
Cc1cc(C)c2c(CC(=O)Nc3nccs3)coc2c1	6	-5	-4	12	-0.29	-7	-5	2	7
Nc1cc(N)nc(SCCOc2ccccc2F)n1	11	6	-3	3	-0.063	6	3	4	5
O=C1NC(Cc2c[nH]c3ccccc23)C(=O)N1CCOc1ccccc1 (stereo not drawn)	16	3	0	-2	0.48	5	-5	-2	-1
CCOC(=O)c1[nH]c2ccccc2c1NC(=O)CC(C)C	24	3	-3	8	0.74	-1	-17	1	-7
CCc1nc2ccccc2c(NC(=O)CN2CCC(C)CC2)c1C	7	-10	-1	-19	1.9	2	-8	1	0
CCc1c(C(=O)Nc2ccc(S(=O)(=O)N3CCOCC3)cc2)csc1C	15	34	13	28	-0.074	2	2	2	3
Cn1c(CN2CCCC2)nc2cc(NC(=O)c3ccco3)ccc21	-5	-11	-14	6	0.071	3	-8	5	8

(listing goes on)
compound	AP ELISA ortho	Ecoli tolC	Hsp90 inh	DUSP1 inh	D1 mod	CatB mixtures	Cdc25B block	CatB inh	Ec RNAP inh
O=S(=O)(NCCOCC(F)(F)C(F)F)c1ccc2oc3ccccc3c2c1	13	27	0	11	.	-1	-18	-1	-3
Cc1c(NS(=O)(=O)c2ccc3c(c2)CCN3C(=O)C2CC2)c(=O)n(-c2ccccc2)n1C	4	-10	-1	1	-0.88	-5	0	5	2
O=C(Nc1c(C(=O)Nc2ccccc2)cnn1-c1ccccc1)c1ccco1	7	10	0	6	-0.0048	-2	-2	2	8
Cc1ccc(S(=O)(=O)N(C)CC(=O)Nc2cccc(C)n2)cc1	4	4	-3	27	0.8	3	-6	3	1
CCCCNc1cc(C)oc(=O)c1C(C)=O	17	-12	-4	-12	1.2	3	1	5	1
O=C(O)CCc1ccc(-c2ccccc2)n1CC(=O)O	-14	2	-8	7	0.0088	2	-9	5	2
COc1cccc(C2OC(=O)c3ccccc3N2C(C)=O)c1OC(C)=O (stereo not drawn)	11	7	.	.	.	1	.	7	9
O=C(Nc1cc(C(F)(F)F)ccc1N1CCOCC1)c1ccc(Br)o1	-10	-2	-1	-1	1.3	-3	-17	-3	-4
N#Cc1c(-c2ccco2)nc(NCC2CCCO2)[nH]c1=O (stereo not drawn)	9	7	-4	1	0.032	3	2	6	9
CCc1ccc2oc(-c3cc(N=Cc4cccc(OC)c4O)ccc3O)nc2c1	.	5	0	-8	-5.6*	.	3	.	.
Cc1noc(/C=C/c2ccco2)c1S(=O)(=O)N1CCC(C(=O)N2c3ccccc3CC2C)CC1 (stereo not drawn)	15	8	-12	17	.	3	8	3	-1
CCN1CCN(C(=O)c2sc3nc(C)nc(N4CCC(C)CC4)c3c2C)CC1	.	11	-1	8	2.4	.	9	.	.
O=S1(=O)N=C(Nc2ccc(S(=O)(=O)N3CCCCC3)cc2)c2ccccc21	18	-6	1	13	-0.52	7	-8	6	6
Cc1cccn2c(=O)c3cc(C(=O)N4c5ccccc5CC4C)n(C)c3nc12 (stereo not drawn)	10	-10	4	14	-4.8*	4	-10	6	2

A draw from above in order of length of the SMILES, low to high.
compound	AP ELISA ortho	Ecoli tolC	Hsp90 inh	DUSP1 inh	D1 mod	CatB mixtures	Cdc25B block	CatB inh	Ec RNAP inh
CCCCNc1cc(C)oc(=O)c1C(C)=O	17	-12	-4	-12	1.2	3	1	5	1
O=C(O)CCc1ccc(-c2ccccc2)n1CC(=O)O	-14	2	-8	7	0.0088	2	-9	5	2
N#Cc1c(-c2ccco2)nc(NCC2CCCO2)[nH]c1=O (stereo not drawn)	9	7	-4	1	0.032	3	2	6	9
Cn1c(CN2CCCC2)nc2cc(NC(=O)c3ccco3)ccc21	-5	-11	-14	6	0.071	3	-8	5	8
Cc1ccc(S(=O)(=O)N(C)CC(=O)Nc2cccc(C)n2)cc1	4	4	-3	27	0.8	3	-6	3	1
O=C(Nc1cc(C(F)(F)F)ccc1N1CCOCC1)c1ccc(Br)o1	-10	-2	-1	-1	1.3	-3	-17	-3	-4
O=C(Nc1c(C(=O)Nc2ccccc2)cnn1-c1ccccc1)c1ccco1	7	10	0	6	-0.0048	-2	-2	2	8
CCN1CCN(C(=O)c2sc3nc(C)nc(N4CCC(C)CC4)c3c2C)CC1	.	11	-1	8	2.4	.	9	.	.
Cc1cccn2c(=O)c3cc(C(=O)N4c5ccccc5CC4C)n(C)c3nc12 (stereo not drawn)	10	-10	4	14	-4.8*	4	-10	6	2
O=S1(=O)N=C(Nc2ccc(S(=O)(=O)N3CCCCC3)cc2)c2ccccc21	18	-6	1	13	-0.52	7	-8	6	6
Cc1noc(/C=C/c2ccco2)c1S(=O)(=O)N1CCC(C(=O)N2c3ccccc3CC2C)CC1 (stereo not drawn)	15	8	-12	17	.	3	8	3	-1
Cc1c(NS(=O)(=O)c2ccc3c(c2)CCN3C(=O)C2CC2)c(=O)n(-c2ccccc2)n1C	4	-10	-1	1	-0.88	-5	0	5	2
